KCNQ1 inh = human KCNQ1 channel inhibition | P51787 | CHO-K1 KCNQ1, FluxOR thallium flux fluorescence; active compounds read high | B-score at 10 µM | 310,000 tested, 1.3% active | AID 2642;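 active = compounds whose thallium flux B-score, printed positive for inhibition, exceeds three library SD while starting fluorescence stays within three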;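 also: channel opened by potassium depolarization with thallium stimulus after 20 min compound exposure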
KCNQ1 act = potentiators or activators of human KCNQ1 potassium channel; B-score at 10 µM; 310,000 tested, 0.35% active; CHO-K1 KCNQ1, thallium flux FluxOR fluorescence; active compounds read high;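 active = fluorescence ratio B-score, a plate-corrected score, at least three library SD, with initial intensity B-score within 5 SD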
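Medium – assay buffer, equal DMSO in all wells · Material – CHO-K1 cell line with stable KCNQ1 potassium channel expression · Signal – kinetic FluxOR thallium fluorescence, 10-s 1-Hz baseline, 110-s post-stimulus read · Compound – single concentration per compound, DMSO matched to controls · Schedule – 37 °C overnight plating, 90-min dark dye load, 20-min compound pretreatment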
RGS4 act = potentiators or activators of RGS4. HEK293 M3R/inducible RGS4, carbachol calcium flux Fluo4; active compounds read low. B-score at 10 µM. 310,000 tested, 0.92% active. AID 463111;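 active = B-score of the integrated calcium signal more than 4 SD below the library mean, with starting fluorescence not abnormally high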;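 also: negative B-score means reduced calcium response which marks RGS4 activation or potentiation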
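Test system: HEK293 cells with stable M3R and inducible RGS4; also added: carbachol at ECmax as muscarinic agonist stimulus; schedule: dye loading 30 min 37 °C, buffer rest 30 min RT; technique: kinetic calcium fluorescence imaging with Fluo4-AM dye, 2 µM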
GSK3 alpha inh = inhibitors of human GSK-3 alpha kinase. AID 2650. P49840. ADP-Glo luminescence, 60 min. 320,000 tested, 0.1% active. inhibition, % at 10 µM;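 in the data active = inhibition above about 50%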;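 also: GST-tagged GSK-3 alpha with peptide substrate and 25 µM ATP; 0% = DMSO neutral wells and 100% = GW8510 positive control wells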
KCNK3 inh = human KCNK3 channel inhibition, primary screen | CHO-KCNK3 thallium flux, FluxOR fluorescence; active compounds read low | B-score at 10 µM | 340,000 tested, 0.84% active;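 active = B-score under library mean minus 4 SD, starting fluorescence ratio at most library mean plus 5 SD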;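 also: more negative B-score means stronger inhibition of thallium flux through KCNK3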
Target sequence (O14649 whole entry, looked up): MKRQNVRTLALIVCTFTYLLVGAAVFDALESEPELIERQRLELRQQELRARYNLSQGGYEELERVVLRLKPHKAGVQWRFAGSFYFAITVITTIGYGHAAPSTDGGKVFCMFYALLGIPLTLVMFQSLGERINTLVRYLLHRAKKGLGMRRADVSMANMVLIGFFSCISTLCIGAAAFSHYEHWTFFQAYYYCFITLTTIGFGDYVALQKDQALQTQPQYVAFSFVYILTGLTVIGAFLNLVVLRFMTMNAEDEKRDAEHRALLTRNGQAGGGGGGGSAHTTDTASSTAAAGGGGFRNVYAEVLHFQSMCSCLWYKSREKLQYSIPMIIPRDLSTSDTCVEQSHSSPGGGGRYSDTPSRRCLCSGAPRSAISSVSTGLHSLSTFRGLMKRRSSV
GSK3beta inhib = blocks human GSK3beta kinase activity; P49841; GST-GSK3beta kinase, ADP-Glo luminescence, 60 min; active compounds read low; activity score (negative = inhibition), % at 10 µM; 300,000 tested, 0.038% active; AID 2097;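 active = more than half of replicate wells score below -50%, meaning over 50% inhibition versus plate controls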;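 also: 0% = median DMSO wells and -100% = median GW8510 positive control wells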
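Test system: GST-tagged human GSK3beta kinase, cell-free; evaluation: activity score scaled between in-plate DMSO and GW8510 controls; measured by: ADP-Glo luminescence; incubation: 60 min reaction, RT; benchmarks: DMSO and 20 µM GW8510; reagent: peptide substrate plus 25 µM ATP (final); medium: Tris/MgCl2 kinase buffer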
PolyA inhibitor = yeast polyadenylation inhibition | S. cerevisiae SKY197-pL101 polyadenylation reporter, beta-gal luminescence; efflux-impaired pdr1/pdr3 knockout yeast; score 100 = 6 SD above DMSO | calls only at 12 µM | 300,000 tested, 0.02% active;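 active = lowest replicate activity score at least 50, where 100 means six control SD above control mean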;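 also: yeast exposed to compound for 9 h at 30 °C; higher score means more reporter readthrough which indicates perturbed polyadenylation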
RGS4 inh = human RGS4 inhibition. HEK293 M3R/RGS4 inducible, Fluo-4 calcium flux; active compounds read high; triggered by carbachol at its EC20. B-score at 10 µM. 310,000 tested, 0.45% active;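 active = B-score, a plate-corrected calcium signal, over three deviations above library mean, with baseline fluorescence within five deviations of library mean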;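 also: RGS4 expression induced by doxycycline in cells with stable M3 receptor; B-score is computed from the integrated fluorescence ratio over baseline after carbachol; higher B-score means a larger calcium signal and so more RGS4 inhibition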
Target sequence (P49798 whole entry, looked up): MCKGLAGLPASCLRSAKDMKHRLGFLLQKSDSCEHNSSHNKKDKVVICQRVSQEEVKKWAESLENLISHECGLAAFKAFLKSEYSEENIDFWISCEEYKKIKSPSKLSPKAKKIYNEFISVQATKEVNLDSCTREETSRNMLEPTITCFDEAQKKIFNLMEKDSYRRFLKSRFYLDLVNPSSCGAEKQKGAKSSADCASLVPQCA
DYRK1A inh = blocks rat Dyrk1A kinase activity. inhibition, % at 12.5 µM. ADP-Glo luminescence, NFATc1 peptide. AID 504441. 310,000 tested, 0.43% active. Q63470; in the data active = inhibition above about 50%;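 also: plate controls were vehicle with enzyme for no effect and no enzyme for full effect; many of its hits are not listed in these tables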
hERG rescue = compounds protecting human hERG from proarrhythmic drug block. activation (rescue from dofetilide block), less the hit threshold, % at 10 µM. Q12809. AID 1511. 310,000 tested, 0.51% active. CHO-hERG, FluxOR thallium flux, dofetilide IC70 present;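 active = activation above the mean of controls blocked by dofetilide plus 5 SD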;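 also: thallium influx through hERG after potassium depolarization seen as dye fluorescence rise; in these data hits start at about 4.7%; inactives centre near -7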
KCNK9 inh = blocks the human KCNK9 two-pore domain potassium channel; 310,000 tested, 1.2% active; AID 488922; B-score at 10 µM; HEK293 KCNK9, FluxOR thallium flux fluorescence; active compounds read low;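 active = ratio B-score over 3 SD below the library mean, with starting fluorescence within 5 SD of its mean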;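 also: negative B-score means less thallium flux so channel inhibition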
Target sequence (Q9NPC2 whole entry, looked up, the tested form may be a part): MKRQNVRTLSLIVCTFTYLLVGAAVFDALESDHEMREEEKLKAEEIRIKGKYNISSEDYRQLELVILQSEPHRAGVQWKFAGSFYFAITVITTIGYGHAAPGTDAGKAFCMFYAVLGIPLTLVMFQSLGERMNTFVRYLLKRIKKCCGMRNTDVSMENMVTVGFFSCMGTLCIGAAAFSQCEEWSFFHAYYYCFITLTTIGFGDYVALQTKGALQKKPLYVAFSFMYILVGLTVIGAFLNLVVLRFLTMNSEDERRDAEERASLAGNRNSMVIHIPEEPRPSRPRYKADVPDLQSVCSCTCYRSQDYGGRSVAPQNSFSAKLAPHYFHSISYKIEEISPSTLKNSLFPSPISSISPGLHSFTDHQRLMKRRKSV
* marks the source's active call; other numbers are inactive results; i = inactive; · = not tested or not shown. Only part of the results is shown; rates above refer to the full screens.

Every second line gives: KCNK3 inh | hERG rescue | PolyA inhibitor | DYRK1A inh | RGS4 inh | KCNQ1 act | KCNK9 inh | RGS4 act | GSK3 alpha inh | GSK3beta inhib | KCNQ1 inh
> CCCNC(=O)c1nc(C)c(C)nc1C(=O)Nc1cccc(Cl)c1
  i | -5 | · | 15 | i | i | i | i | -1 | 2 | i
> O=C(CCCCCn1c(=O)[nH]c2ccsc2c1=O)NCc1ccc(F)cc1
  i | -2 | i | -3 | i | i | i | i | · | 1 | i
> O=C(CN1CCN(Cc2ccccc2Cl)C1=O)NCc1cccnc1
  i | -9 | i | -4 | i | i | i | i | -2 | -3 | i
> COc1ccc(C(=O)/C=C(\C)NCc2ccc3c(c2)OCO3)cc1
  i | -7 | i | -1 | i | i | i | i | -3 | 0 | i
> CCc1cccc(NS(=O)(=O)c2csc(C(N)=O)c2)c1
  i | -10 | i | -1 | i | i | i | i | -4 | 1 | i
> CCNC(=O)c1ccccc1SCC(=O)Nc1ccc(F)cc1
  i | -10 | i | -4 | i | i | i | i | -6 | 0 | i
> OCC1(Cc2ccc(F)cc2)CCCN(CCc2ccccc2)C1 (configuration not stated)
  i | -2 | i | -3 | i | i | i | i | 1 | -2 | i
> CCOCCCNC(=O)C(NC(=O)c1ccc(=O)[nH]c1)c1ccc(C)cc1 (configuration not stated)
  i | -8 | i | 4 | i | i | i | i | 0 | -6 | i
> CCN1CCN(CC(O)COC(C)C)CC1 (configuration not stated)
  i | -7 | i | -6 | i | i | i | i | 2 | -4 | i
> CCOCCCNC(=O)c1ccccc1NC(=O)C1=C(C)OCCS1
  i | -2 | i | 11 | i | i | i | i | 8 | -4 | i
> O=C1CCN(S(=O)(=O)c2ccccc2)CCN1CCOCc1ccccc1
  i | -6 | i | 5 | i | i | i | i | -8 | -2 | i
> O=C(NNS(=O)(=O)c1ccc(F)cc1)C1CCN(S(=O)(=O)c2ccccc2)CC1
  i | -3 | i | -1 | i | i | i | i | -3 | 0 | i
> N#CC(C(=O)NC1CC1)c1nc2ccccc2nc1N1CCCC1 (configuration not stated)
  i | -2 | · | 4 | i | i | i | i | 3 | 5 | i
> O=C(N/N=C\c1ccc(Cl)cc1)C1=NOC2COC3(CCN(c4ccc([N+](=O)[O-])cc4)CC3)OCC12 (configuration not stated)
  i | -10 | i | -4 | i | i | i | i | 0 | 0 | i
> Cc1nn(CC(=O)N2CCC(C)CC2)c(=O)c2cccn12
  i | -7 | i | · | i | i | i | i | 0 | -2 | i
> COc1ccc(C2C(C#N)=C(N)N(c3ccccc3)C3=C2C(=O)CCC3)cc1Cn1cc([N+](=O)[O-])cn1 (configuration not stated)
  i | -8 | i | 16 | i | i | i | i | -2 | 0 | i
> COc1ccc(C2N(c3ccccc3)CCN2c2ccccc2)cc1O
  i | -14 | i | -2 | i | i | i | i | -2 | 1 | i
> O=C1N(c2ccccc2)C[C@@H]2C[C@@H](c3cc4ccccc4o3)N3CCC[C@@]123
  i | -12 | i | -2 | i | i | i | i | · | -4 | i
> O=c1oc2ccccc2nc1/C=C(\O)c1ccc(Br)cc1
  i | -14 | i | 6 | i | i | i | i | 1 | 0 | i
> COc1ccc(Nc2nc(N3CCOCC3)nc(N3CCOCC3)n2)c(OC)c1
  i | -8 | i | -4 | i | i | i | i | 0 | 1 | i

Taken from above:
hERG rescue with `Cc1nn(CC(=O)N2CCC(C)CC2)c(=O)c2cccn12` is entered as -7
DYRK1A inh with `N#CC(C(=O)NC1CC1)c1nc2ccccc2nc1N1CCCC1` (configuration not stated) is entered as 4
hERG rescue with `O=c1oc2ccccc2nc1/C=C(\O)c1ccc(Br)cc1` is entered as -14

Remaining list, next part.
Every second line gives: KCNK3 inh | hERG rescue | PolyA inhibitor | DYRK1A inh | RGS4 inh | KCNQ1 act | KCNK9 inh | RGS4 act | GSK3 alpha inh | GSK3beta inhib | KCNQ1 inh
> O=[N+]([O-])c1cc(S(=O)(=O)N2CCCC2)ccc1OCc1ccccc1
  i | -1 | i | 3 | i | i | i | i | 1 | -2 | i
> C=CCN1C(=O)CSc2ccc(C(=O)NCc3ccco3)cc21
  i | -19 | i | 6 | i | i | i | i | -2 | -1 | i
> O=c1[nH]c2cccnc2n1Cc1ccco1
  i | -10 | · | · | i | i | i | i | -2 | 2 | i
> NC(=O)c1sc2nc(N3CCOCC3)c3c(c2c1N)CCCC3
  i | -5 | i | 20 | i | i | i | i | 6 | -3 | i
> O=C(COC(=O)c1ccccc1-c1nc2ccccc2s1)Nc1ccccc1C(F)(F)F
  i | -6 | i | -3 | i | i | i | i | 1 | -1 | i
> CCOc1ccccc1C(C(=O)NC1CCCC1)N(Cc1ccco1)C(=O)CNC(=O)c1ccco1 (configuration not stated)
  i | -10 | i | 6 | i | i | i | i | 1 | 1 | i
> NC(=S)n1[nH]c(-c2ccccc2)c(N=Nc2ccccc2C(=O)N2CCOCC2)c1=O
  i | -11 | i | 4 | i | i | i | i | 6 | 1 | i
> CC1=C(CC(=O)c2ccccc2)C(=O)c2ccccc2C1=O
  i | -10 | i | 3 | i | i | i | i | · | -2 | i
> CCCC[n+]1ccn(C2=C([O-])c3ccccc3C(=O)/C2=N\S(=O)(=O)c2ccc(Br)cc2)c1
  i | -4 | i | -2 | i | i | i | i | -7 | 3 | i
> Cc1cccc(CN2CCN(CC(C)C)C(CCO)C2)n1 (configuration not stated)
  i | -12 | i | · | i | i | i | i | 1 | 0 | i
> CCc1ccc(/C=N/NC(=O)c2cc(C3CC3)nc3ccc(Br)cc23)s1
  i | -3 | i | 5 | i | i | i | i | -1 | -3 | i
> OCC[C@@H]1C[C@@H](O)[C@H](O)[C@]2(Cc3ccccc3CO2)O1
  i | -8 | i | 11 | i | i | i | i | -2 | -1 | i
> COC(=O)NCC(c1cccnc1)N1CCOCC1 (configuration not stated)
  i | -5 | i | 0 | i | i | i | i | 1 | 2 | i
> CC1CC(C)CN(C(=O)C2CCN(S(=O)(=O)N3CCC4(CC3)OCCO4)CC2)C1 (configuration not stated)
  i | -7 | i | 1 | i | i | i | i | 0 | -2 | i
> CCn1c(-c2ccccc2Cl)nn(CC(=O)Nc2cc(Cl)ccc2Cl)c1=S
  i | -10 | i | -1 | i | i | i | i | · | 2 | i
> COc1ccccc1NC(=O)COC(=O)c1oc2ccccc2c1C
  i | -10 | i | · | i | i | i | i | 4 | -1 | i
> CCOC(=O)c1c(NC(=O)CN2C(=O)NC3(CCCCCC3)C2=O)sc(C)c1-c1ccc(C)cc1
  i | -8 | i | -4 | i | i | i | i | -1 | 1 | i
> O=C(CN1CCN(c2ccccc2O)CC1)NC(=O)NCc1ccco1
  i | 4 | i | -4 | i | i | i | i | -1 | 0 | i
> Cc1c(O)ccc2cc(S(=O)(=O)c3ccccc3)c(=O)oc12
  i | -11 | · | 0 | i | i | i | -7.8* | -2 | 2 | 11*
> CCOc1[nH]n(-c2ccccc2)c(=O)c1C=Nc1ccc(C(=O)OC)cc1
  i | -3 | i | 1 | i | i | i | i | -3 | -2 | i
> Cc1ccc(NC(=O)c2ccc(Cn3cc([N+](=O)[O-])cn3)cc2)c(C)c1
  i | -7 | i | 6 | i | i | i | i | -13 | 2 | i
> CC(=O)N1N=C(c2ccncc2)OC1(Cc1ccccc1)Cc1ccccc1
  i | -12 | i | 2 | i | i | i | i | -5 | -3 | i
> Cc1cc(C(=O)CSc2nn3c(=O)c(C(C)(C)C)nnc3s2)c(C)n1-c1ccc(F)cc1
  i | -8 | i | 1 | i | i | i | i | 1 | 1 | i
> C(=N\Nc1ncnc2nc[nH]c12)/c1cccs1
  i | 0 | i | 66* | i | i | i | i | 43 | -49 | i
> COc1ccc(N2CCN(S(=O)(=O)c3c(C)noc3/C=C/N(C)C)CC2)cc1
  i | -4 | i | · | i | i | i | i | -1 | -3 | i
> CCOC(=O)c1cc(NC(=O)c2ccc(C)cc2)c(=O)oc1-c1ccccc1
  i | -15 | i | -4 | i | i | i | i | 0 | 3 | i
> CCC(C(=O)Nc1cccc(C(F)(F)F)c1)c1ccccc1 (configuration not stated)
  -9.4* | -12 | i | 3 | i | i | -10* | i | -2 | 0 | 11*
> COc1ccc(S(=O)(=O)Nc2ccccc2C(=O)N2CCCCC2)cc1C
  i | -2 | i | -9 | i | i | i | i | -2 | 1 | i
> CC1CN(C(=O)CSc2nnc3c(Cl)cc(Cl)cn23)CC(C)O1 (configuration not stated)
  i | 1 | i | -1 | i | i | i | i | -3 | -2 | i
> CCN(C(=O)c1cc2c(=O)n3ccccc3nc2s1)C1CCCCC1
  i | -7 | i | -5 | i | i | i | i | 1 | 0 | i
> CC1(CO)COC(c2ccccc2)=N1 (configuration not stated)
  i | -4 | i | -1 | i | i | i | i | -2 | -8 | i
> CC1CN(c2ccc(NS(=O)(=O)c3ccccc3)cc2C(=O)O)CC(C)O1 (configuration not stated)
  i | -6 | i | · | i | i | i | i | -5 | 1 | i
> COc1ccc([N+](=O)[O-])cc1NC(=O)CCN1CCN(C)CC1
  i | -3 | i | -3 | i | i | i | i | -1 | 5 | i
> O=C(Cc1cccs1)Nc1ccc(N2CCOCC2)cc1
  i | -7 | i | 5 | i | i | i | i | -1 | -4 | i
> COc1ccc(NC(=S)N/N=C/c2cccn2Cc2ccc(F)cc2)cc1
  i | -8 | i | 3 | i | i | i | i | -3 | -3 | i
> CN(C)S(=O)(=O)c1cccc(NC(=O)COc2nc3ccccc3nc2N2CCOCC2)c1
  i | -6 | i | -1 | i | i | i | i | 0 | -1 | i
> COc1cc(C=O)ccc1OCC(=O)Nc1ccc2c(c1)OCO2
  i | -7 | i | 3 | i | i | i | i | 0 | 0 | i

Entries of single compounds, quoted from the list. Order of screens: KCNK3 inh, hERG rescue, PolyA inhibitor, DYRK1A inh, RGS4 inh, KCNQ1 act, KCNK9 inh, RGS4 act, GSK3 alpha inh, GSK3beta inhib, KCNQ1 inh
Profile of COc1cc(C=O)ccc1OCC(=O)Nc1ccc2c(c1)OCO2 : i, -7, i, 3, i, i, i, i, 0, 0, i
Profile of COc1ccc([N+](=O)[O-])cc1NC(=O)CCN1CCN(C)CC1 : i, -3, i, -3, i, i, i, i, -1, 5, i
Profile of CC1CN(c2ccc(NS(=O)(=O)c3ccccc3)cc2C(=O)O)CC(C)O1 (configuration not stated) : i, -6, i, ·, i, i, i, i, -5, 1, i
Profile of CC1(CO)COC(c2ccccc2)=N1 (configuration not stated) : i, -4, i, -1, i, i, i, i, -2, -8, i
